Source: PubChem
S100A4 MyoIIA – inhibitors of S100A4-myosin IIA peptide binding, primary screen, biochemical, fluorescence polarization, TAMRA-MyoIIA peptide | AID 652163, 2013 | Protein S100-A4 (Homo sapiens), P26447 | 360,000 tested, 0.14% active | inhibition, % at 10.7 µM;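 active means mean inhibition of at least 70% across replicates, with every replicate also reaching that level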
Target sequence (P26447 whole entry, looked up): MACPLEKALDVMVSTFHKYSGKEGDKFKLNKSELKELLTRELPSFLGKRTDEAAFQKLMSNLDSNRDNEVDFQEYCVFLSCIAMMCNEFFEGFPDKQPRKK
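System – human S100A4 monomer protein, biochemical binding assay · Buffer or medium – Calcium-containing HEPES buffer, pH 7.2 · Timing – 5 min between mix addition and reading · Also added – TAMRA-labelled myosin IIA heavy-chain peptide probe, 5 nM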
LGR2 inh – inhibitors of bursicon-induced LGR2 CRE-luciferase signal, primary screen, cell-based, HEK293, CRE-luciferase reporter, bursicon stimulation | AID 720647, 2013 | inhibition, % at 9.99 µM | 380,000 tested, 0.35% active | bursicon-stimulated, 4 h;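 active means drop in luminescence signal, shown as inhibition above about 50% in the replicate tests, limit read from the data, passing the limit was not always enough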;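 further: agonist challenge used bursicon conditioned medium at about half maximal strength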
Casp6 inh – human caspase-6 inhibitors, primary screen, biochemical, VEID-R110 fluorescence, single point, set 2; purified caspase-6, Z-VEID-R110 cleavage fluorescence; 350,000 tested, 0.53% active; inhibition, % at 12.5 µM; P55212; AID 686996, 2013;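 active means mean inhibition across replicates at least about 35%, with every replicate also reaching that limit, limit read from the data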;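 further: 0% = median of neutral control wells and 100% = no fluorescence left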
Target sequence (P55212 24-179 limits assumed): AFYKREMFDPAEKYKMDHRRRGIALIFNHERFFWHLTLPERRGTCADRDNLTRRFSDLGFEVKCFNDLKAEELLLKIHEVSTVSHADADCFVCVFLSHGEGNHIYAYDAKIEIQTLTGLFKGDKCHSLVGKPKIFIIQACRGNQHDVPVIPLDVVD
Target sequence (P55212 194-293 limits assumed): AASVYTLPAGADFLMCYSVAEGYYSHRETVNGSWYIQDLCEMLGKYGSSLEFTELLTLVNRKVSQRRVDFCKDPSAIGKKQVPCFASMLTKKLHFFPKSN
SIRT5 inh – SIRT5 desuccinylase inhibitors, primary screen, biochemical, fluorescence imaging, single point, set 5. inhibition, % at 15 µM. AID 652115, 2013. Purified SirT5, succinyl-peptide AMC, trypsin-coupled fluorescence. 330,000 tested, 1.1% active; in the data active means inhibition above about 15%
Target sequence (Q9NXA8 whole entry, looked up): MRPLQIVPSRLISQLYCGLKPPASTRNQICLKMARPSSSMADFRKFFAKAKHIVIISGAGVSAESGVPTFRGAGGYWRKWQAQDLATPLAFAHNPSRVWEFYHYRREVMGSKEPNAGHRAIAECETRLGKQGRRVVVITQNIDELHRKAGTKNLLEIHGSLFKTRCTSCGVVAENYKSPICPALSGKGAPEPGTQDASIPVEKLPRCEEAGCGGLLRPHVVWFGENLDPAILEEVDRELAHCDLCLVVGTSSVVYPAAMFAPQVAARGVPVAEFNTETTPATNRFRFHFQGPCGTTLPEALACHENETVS
C2C12 statin – suppressors of statin myotoxicity in C2C12 myotubes, primary screen, cell-based, single point, plate reader; C2C12 myotubes + simvastatin, ATP luminescence, 48 h; scaled: DMSO 0, geranylgeraniol control 100; rescue of ATP level, % at 7.49 µM; 330,000 tested, 0.78% active; AID 602340, 2012;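 active means mean ATP rescue above about 67%, or every replicate alone reaching that limit, limit read from the data, passing the limit was not always enough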;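 further: myotubes were challenged with 10 µM simvastatin during compound exposure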
esBAF inh – Bmi1 luciferase reporter increase in mESCs, primary screen, esBAF inhibitor project, mouse ES cells, Bmi1 luciferase knock-in, single point. 350,000 tested, 2% active. reporter increase, % at 12.5 µM. AID 602393, 2012. 24 h; 100% = twice the neutral-well signal; in the data active means activation above about 40%;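 further: 0% = median of the plate's neutral control wells and 100% = double that signal; a rise in the Bmi1 reporter signal indicates esBAF inhibition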
FN deposit inh – inhibitors of fibronectin matrix deposition, primary screen, AH1F cells, Alexa488-fibronectin fluorescence, plate reader | AH1F fibroblasts, overnight | inhibition, % at 12.6 µM | 350,000 tested, 0.086% active | AID 743247, 2014;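 active means mean inhibition across replicates of 30% or more, regardless of how many single replicates reach that level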;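 further: positive control wells lacked labelled fibronectin entirely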
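test system = AH1F fibroblasts assembling fluorescent fibronectin matrix | quantity = 10000 AH1F cells per well | buffer or medium = DMEM plus 2% serum, read in PBS | doses = single dose, pinned | incubation = 1 h cell attachment, overnight exposure to compound and label | detection = fluorescence at 485 nm excitation, 525 nm emission | read-out basis = inhibition from reduced deposited-fibronectin fluorescence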
* hit, by the source's call; x = no result given; & = joins results of further samples. Not all compounds are listed; count on the stated rates, not on these rows.

item | SMILES | S100A4 MyoIIA | LGR2 inh | Casp6 inh | SIRT5 inh | C2C12 statin | esBAF inh | FN deposit inh
1 | C[C@@H]1CCCCO[C@@H](CN(C)S(=O)(=O)c2cn(C)cn2)[C@H](C)CN([C@@H](C)CO)C(=O)c2cc(NS(=O)(=O)c3ccc(Cl)cc3)ccc2O1 | 1 | -9 | 1 | -6 | x | 0 | -8
2 | C=CCN1C(=O)CSc2ccc(C(=O)NCCC3=CCCCC3)cc21 | x | 8 | x | x | -17 | -11 | 7
3 | O=C(O)CC(NC(=O)c1sc2ccccc2c1Cl)c1ccc(OC2CCCC2)cc1 (stereo not given) | 1 | x | 8 | 2 | 1 | -11 | -8
4 | Cc1ccc(NC(=O)C2CCCN(C(=O)Nc3ccc(F)cc3)C2)cc1 (stereo not given) | 8 | 5 | 1 | 2 | 5 | 1 | 9
5 | COc1ccc(CCN=C(NS(=O)(=O)c2ccc(Cl)cc2)c2ccccc2)cc1 | 12 | -3 | -1 | -1 | x | x | -5
6 | CN(C)CC#Cc1ccc([C@@H]2[C@@H](CO)N3C(=O)CN(C(=O)Cc4ccccc4)C[C@@H]23)cc1 | 29 | 13 | -5 | 2 | x | x | x
7 | COc1ccc(C2c3c(-c4ccccc4O)n[nH]c3C(=O)N2Cc2ccco2)cc1 (stereo not given) | -1 | 16 | -1 | 0 | x | x | 2
8 | COc1ccc(S(=O)(=O)N2CCCCCC2)cc1C(=O)N(C)CC(=O)Nc1ccccc1C(F)(F)F | 34 | -10 | 2 | -3 | 2 | 7 | 0
9 | COc1ccc(S(=O)(=O)Nc2ccc3c(c2)C(=O)N([C@@H](C)CO)C[C@H](C)[C@H](CN(C)C(=O)Nc2ccc4c(c2)OCO4)O3)cc1 | x | -3 | x | x | x | 3 | -11
10 | C[C@@H]1CN([C@H](C)CO)C(=O)Cc2cc(NC(=O)c3ccncc3)ccc2O[C@H]1CN(C)C(=O)Nc1cccc2ccccc12 | 3 | 1 | -1 | 7 | 5 | -7 | 10
11 | CCOc1ccccc1N1CC(C(=O)Nc2ccccc2CC)CC1=O (stereo not given) | 12 | -12 | 1 | -5 | 4 | 1 | 5
12 | O=C(NCc1ccc(Cl)cc1)c1noc2c1CCCC2 | x | -37 | x | x | 2 | 27 | 2
13 | CSc1nc2n(n1)C(C)C1=C(CCCC1=O)N2 (stereo not given) | 1 | -12 | 2 | -2 | x | x | 3
14 | NC(=O)c1ccccc1NC(=O)c1cccc(C(=O)Nc2ccccc2C(N)=O)n1 | -6 | -1 | 2 | -7 | x | x | 5
15 | COc1cc(CC(=O)OCC(=O)N2C(C)CCCC2C)cc(OC)c1OC (stereo not given) | -8 | -12 | -7 | -1 | 31 | -5 | -13
16 | CCOc1ccc(-c2c(C(=O)N/N=C/c3ccncc3)nnn2-c2nonc2N)cc1 | -1 | -8 | -8 | -1 | 4 | -3 | 6
17 | CCOc1ccccc1OCC(=O)Oc1ccc(C)c(C)c1 | 0 | -3 | -1 | -3 | 12 | -8 | -1
18 | Cn1nccc1C(=O)N1CCCC(C(=O)c2ccc(Oc3ccccc3)cc2)C1 (stereo not given) | 0 | 2 | 0 | 1 | -9 | -6 | 0
19 | COC(=O)C[C@@H]1CC[C@H](NC(=O)c2ccccc2)[C@@H](CO)O1 | 5&-2 | 13&-13 | -2&6 | 1 | 4 | 1 | -12&3
20 | CCn1c(SCC(=O)NCCc2ccccc2)nc2c(c1=O)SC(C)C2 (stereo not given) | -2 | 13 | 0 | 0 | -6 | -5 | 9
21 | Cc1oc2cc3oc(=O)c4c(c3cc2c1C)CCC4 | x | x | x | x | -2 | 12 | -2
22 | COc1ccc([C@H]2Cc3cccc(O)c3C(=O)O2)cc1O | 3 | -32 | 6 | x | 3 | 55* | 3
23 | O=C(NCCS(=O)(=O)NCc1ccc(F)cc1)c1ccc2c(c1)OCO2 | 1 | 0 | -1 | -2 | 5 | 4 | 4
24 | C=CS(=O)(=O)c1c2cc(OC)ccc2nc2ccc(OC)cc12 | -7 | -47 | 12 | -3 | x | x | 4
25 | c1cc(CNCC2CCCO2)ccn1 (stereo not given) | 3 | x | -1 | -3 | x | x | 4

Exported with values under each structure: part of the list above.
Below each compound: S100A4 MyoIIA, LGR2 inh, Casp6 inh, SIRT5 inh, C2C12 statin, esBAF inh, FN deposit inh
15) COc1cc(CC(=O)OCC(=O)N2C(C)CCCC2C)cc(OC)c1OC (stereo not given)
  -8, -12, -7, -1, 31, -5, -13
16) CCOc1ccc(-c2c(C(=O)N/N=C/c3ccncc3)nnn2-c2nonc2N)cc1
  -1, -8, -8, -1, 4, -3, 6
17) CCOc1ccccc1OCC(=O)Oc1ccc(C)c(C)c1
  0, -3, -1, -3, 12, -8, -1
18) Cn1nccc1C(=O)N1CCCC(C(=O)c2ccc(Oc3ccccc3)cc2)C1 (stereo not given)
  0, 2, 0, 1, -9, -6, 0
19) COC(=O)C[C@@H]1CC[C@H](NC(=O)c2ccccc2)[C@@H](CO)O1
  5&-2, 13&-13, -2&6, 1, 4, 1, -12&3
20) CCn1c(SCC(=O)NCCc2ccccc2)nc2c(c1=O)SC(C)C2 (stereo not given)
  -2, 13, 0, 0, -6, -5, 9
21) Cc1oc2cc3oc(=O)c4c(c3cc2c1C)CCC4
  x, x, x, x, -2, 12, -2
22) COc1ccc([C@H]2Cc3cccc(O)c3C(=O)O2)cc1O
  3, -32, 6, x, 3, 55*, 3
23) O=C(NCCS(=O)(=O)NCc1ccc(F)cc1)c1ccc2c(c1)OCO2
  1, 0, -1, -2, 5, 4, 4
24) C=CS(=O)(=O)c1c2cc(OC)ccc2nc2ccc(OC)cc12
  -7, -47, 12, -3, x, x, 4
25) c1cc(CNCC2CCCO2)ccn1 (stereo not given)
  3, x, -1, -3, x, x, 4

Record cards (already shown):
Listed for COc1ccc(C2c3c(-c4ccccc4O)n[nH]c3C(=O)N2Cc2ccco2)cc1 (stereo not given) → S100A4 MyoIIA: -1; LGR2 inh: 16; Casp6 inh: -1; SIRT5 inh: 0; C2C12 statin: x; esBAF inh: x; FN deposit inh: 2
Listed for CCOc1ccccc1N1CC(C(=O)Nc2ccccc2CC)CC1=O (stereo not given) → S100A4 MyoIIA: 12; LGR2 inh: -12; Casp6 inh: 1; SIRT5 inh: -5; C2C12 statin: 4; esBAF inh: 1; FN deposit inh: 5

More results.
item | SMILES | S100A4 MyoIIA | LGR2 inh | Casp6 inh | SIRT5 inh | C2C12 statin | esBAF inh | FN deposit inh
26 | COc1cccc(NC(=O)CSc2nc3ccccc3nc2N2CCCC2)c1 | -1 | -20 | 0 | -4 | 7 | 19 | 2
27 | O=C(NCC[C@H]1CC[C@@H](NC(=O)C2CCC2)[C@@H](CO)O1)c1cc(Cl)cc(Cl)c1 | -3&-3 | -3&-8 | 2&5 | -1 | 0 | 1 | -9&6
28 | O=C(COC(=O)CCc1ccc(S(=O)(=O)N2CCOCC2)cc1)NCc1ccccc1 | -2 | -4 | 0 | -4 | 8 | 2 | -11
29 | CC1CCCC(NC(=O)CN2C(=O)NC(Cc3c[nH]c4ccccc34)C2=O)C1C (stereo not given) | -4 | -1 | 0 | 0 | 11 | -9 | 0
30 | COc1ccc(OCC(O)CN2CCOCC2)cc1 (stereo not given) | 7 | 13 | -1 | -1 | 0 | 8 | 8
31 | O=C(CCC(=O)N1CCSc2ccccc21)NCc1ccccc1 | -1 | -10 | 0 | -5 | 7 | 12 | 6
32 | Cn1nnc2cc(C(=O)NCCC3=CCCCC3)ccc21 | x | x | x | x | -22 | -7 | 0
33 | O=C(NCCc1ccccc1)c1cccc([N+](=O)[O-])c1 | 0 | -17 | -3 | -3 | -11 | 56* | -6
34 | COc1cc(NC(=O)Cn2c(=O)n(CC3CCCO3)c(=O)c3cc(OC)c(OC)cc32)cc(OC)c1 (stereo not given) | -2 | 4 | 0 | -4 | -11 | 0 | -7
35 | N/C(=N\OC(=O)c1ccc([N+](=O)[O-])cc1Cl)c1ccccn1 | -1 | 95* | 0 | -2 | -14 | -81 | 6
36 | CCc1nnc(NC(=O)c2ccc3ncsc3c2)s1 | 3 | -47 | 31 | -2 | 8 | 27 | -11
37 | O=C(CCc1nc2ccccc2c(=O)[nH]1)OCCOc1ccc(Cl)cc1 | 1 | -6 | 2 | 0 | 6 | -9 | 7
38 | Cc1ccccc1C(=O)N[C@H](C(=O)OCC(=O)NC1CC1)C(C)C | -3 | 5 | 1 | -4 | 4 | -2 | 0
39 | CN1/C(=C/C=N/NC(=O)c2ccc([N+](=O)[O-])cc2)C(C)(C)c2ccccc21 | -29 | 6 | 1 | 4 | x | x | 2
40 | O=C(c1cc(Cl)nc2ccccc12)N1CCN(S(=O)(=O)c2ccccc2[N+](=O)[O-])CC1 | -13 | 3 | 5 | 0 | 4 | -2 | x
41 | COc1ccc(/C=N/NC(=O)c2ccc(C)cc2)cc1CN1CCN(c2ccc(F)cc2)CC1 | -4 | -14 | 6 | -1 | x | 24 | x
42 | COc1ccc(S(=O)(=O)Nc2cccc3c2O[C@@H](CN(C)C(=O)Nc2cccc4ccccc24)[C@H](C)CN([C@@H](C)CO)C3=O)cc1 | -1 | 9 | 1 | 2 | x | x | 2
43 | O=C(Nc1cccc(/C=C/c2ccccn2)c1)c1ccc(-n2cncn2)c([N+](=O)[O-])c1 | 0 | 7 | 0 | -1 | -31 | 44* | 12
44 | Cc1cn([C@H]2C[C@H](O)[C@@H](CNCc3ccc(Oc4cc(-n5cccn5)ncn4)cc3)O2)c(=O)[nH]c1=O | -3 | 1 | -7 | -3 | 2 | 0 | 1
45 | C[C@H]1C(=O)N(C)CCN1C(=O)c1ccccc1OC1CCN(S(C)(=O)=O)CC1 | -2 | 7 | 0 | 0 | x | x | -13
46 | CCCC#Cc1ccc([C@@H]2[C@@H](CO)N(C(=O)C3CCCCC3)[C@H]2C#N)cc1 | -6 | -2 | 0 | 2 | 10 | -3 | -7
47 | CCN(CC)CCCNc1ncnc2scc(-c3ccc(F)cc3)c12 | -4 | 7 | -2 | 2 | 20 | 6 | -8
48 | CO[C@H](CN(C)S(=O)(=O)c1cccc(Cl)c1)[C@@H](C)CN([C@@H](C)CO)S(=O)(=O)c1ccc(Cl)cc1 | -19 | -16 | 1 | 1 | 16 | 12 | 3
49 | CCn1c(=O)c(=O)[nH]c2cc(C(=O)NC(C)c3ccc(S(N)(=O)=O)cc3)ccc21 (stereo not given) | -12 | 5 | 1 | -2 | 5 | -5 | -2
50 | CC(=O)N1CCN(c2cc(-c3ccccc3)nc3cc(-c4cccc(Cl)c4)nn23)CC1 | -10 | 20 | 2 | -6 | -2 | 5 | 4
51 | CCCc1cc(-c2nc(-c3ccc(Cl)cc3)cs2)ccn1 | x | -38 | x | x | -21 | 19 | -7
52 | COc1ccc(CCNC(=O)Cc2ccccc2)cc1OC | 0 | 17 | -2 | -2 | 2 | 2 | 1
